Pf growth 48h = inhibits P. falciparum growth in the first generation, 48 h. AID 504832. 5.9% of 310,000 active. P. falciparum luciferase growth in erythrocytes, 48 h. Potency, µM (series often up to 28.7 µM), without a hit: top-dose activity change, negative = inhibition, most hits filed as inhibitors; further: potency means the concentration at half of the fitted maximal effect; on the % scale 0 is the no-effect control and ±100 the full control effect
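A one-generation exposure of luciferase-tagged malaria parasites in RPMI 1640/Albumax erythrocyte culture, 37 C and 5% CO2. Inhibition is inferred from decreased luminescence after adding detection reagent.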
Cycloheximide cs = affects cycloheximide protein synthesis inhibition readout, counter-screen; cell reporter, cycloheximide protein synthesis inhibition counterscreen; max response, %; 12% of 300,000 active; AID 2314; in the data active means max response mostly above about 13%, no sharp cut-off; inactive means mostly below about 14%; further: read at 38.3 µM for the half of the compounds with a filed dose; 0% is about no effect
Shiga toxin inh = Shiga toxin inhibition | Vero cells, Shiga toxin protein synthesis inhibition reporter | inhibition, % at 38.7 µM | 9.2% of 290,000 active | AID 2315; in the data active means inhibition mostly above about 28%, no sharp cut-off; inactive means mostly below about 43%; further: 0% is about no effect
Giardia FBPA inh = inhibitors of Giardia lamblia fructose-1,6-bisphosphate aldolase; purified Giardia FBPA; Potency, µM (top dose mostly 59.6 µM), for inactives: at the highest dose activity, negative = inhibition, actives largely listed as inhibitors; A8B2U2; 0.71% of 290,000 active; further: potency means the concentration at half of the fitted maximal effect; on the % scale 0 is the no-effect control and ±100 the full control effect; nearly all actives have a fitted effect of over 55% in size
Target sequence (A8B2U2 whole entry, looked up): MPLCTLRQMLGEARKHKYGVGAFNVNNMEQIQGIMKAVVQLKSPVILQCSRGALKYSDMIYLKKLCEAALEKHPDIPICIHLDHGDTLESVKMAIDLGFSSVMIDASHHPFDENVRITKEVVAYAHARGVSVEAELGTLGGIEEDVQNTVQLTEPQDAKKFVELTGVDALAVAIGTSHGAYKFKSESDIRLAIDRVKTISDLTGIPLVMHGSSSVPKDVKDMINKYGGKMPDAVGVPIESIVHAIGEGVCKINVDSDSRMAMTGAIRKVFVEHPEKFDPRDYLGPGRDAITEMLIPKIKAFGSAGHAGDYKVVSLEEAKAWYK
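Giardia FBPA (40 nM reagent) was preincubated 10 min at RT with compound (up to 57.5 uM final), then substrate plus GAPDH/TPI/NAD/arsenate coupling system with diaphorase/resazurin was added; resorufin fluorescence (525/598 nm) was read after 20 min.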
Pf growth 96h = inhibits malaria parasite growth, 96 h | P. falciparum luciferase reporter growth, 96 h | Potency, µM (titrated, usually from 28.7 µM), without a hit: at the top dose activity change, negative = inhibition, hits mostly inhibitors | 6.9% of 320,000 active | AID 504834; further: potency means the concentration at half of the fitted maximal effect; on the % scale 0 is the no-effect control and ±100 the full control effect
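Parasite growth measured via integrated firefly luciferase reporter in P. falciparum. Infected erythrocytes at 2% hematocrit, 0.05% parasitemia final were treated 96 hours at 37 C under 5% CO2, and luminescence was read.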
HCV inhibitor = HCV inhibition; Huh7.5.1 HCVcc-Cre infection, luciferase reporter, 44 h; 3.4% of 340,000 active; Potency, µM (series often up to 41.8 µM), for the others: at the top dose activity change, negative = inhibition, usual class: inhibitors; further: potency means the concentration at half of the fitted maximal effect; on the % scale 0 is the no-effect control and ±100 the full control effect
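Compounds are dispensed onto cells plated 4 h earlier at 1,000 per well, with HCVcc-Cre virus (about 0.5 moi) added next. Following 44 h of culture, luminescent signal is measured for 15 sec after 15 min with substrate at room temperature.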
Numbers without * were called inactive; i = inactive; u = inconclusive; x = no result given; [ ] = dose if it differs, or a comment. Unless noted, the call rests on the fitted dose curve; in most records, active means well fitted curve in the direction sought with a large enough effect; inconclusive means small, poorly fitted or top-dose-only effect, or another doubt; inactive means no such curve, though single readings can be large; an effect the other way counts as inactive or inconclusive.

SMILES	Pf growth 48h	Cycloheximide cs	Shiga toxin inh	Giardia FBPA inh	Pf growth 96h	HCV inhibitor
Clc1ccccc1/C=C/c1nc(-c2cccnc2)no1	58%[activator]	41*	98*	3%	137%[activator]	-9%
CC(=O)NC(Cc1c[nH]c2ccccc12)C(=O)OCC(=O)Nc1cc(C)on1 (stereo not drawn)	12%	-2	-7	5%	35%[activator]	1%
O=C(Cn1ncc2c3ccccc3n(Cc3cccc(Cl)c3)c2c1=O)NCc1ccccn1	-19%	11	-4	x	u	7%
Nc1ccc(Nc2nc(-c3ccncc3)cs2)cc1	-33%	34*	62	1%	x	7.9µM*
COc1ccc(-n2nc3c(c2NC(=O)Cc2cccc(C)c2)CS(=O)C3)cc1 (stereo not drawn)	x	-6	-15	2%	-27%	8%
CCn1c(CSCc2c(Cl)cccc2Cl)n[nH]c1=S	-28%	7	-7	-1%	-15%	0%
C=C(C)COc1ccc(-c2nc(N)ncc2-c2ccc(Br)cc2)c(O)c1	8.3µM*	0	3	-2%	u	u
CNc1oc(C)nc1S(=O)(=O)c1ccccc1	-2%	-2	-17	-20%	x	7%
Cc1cc(OCC(O)CN2CCCC2)ccc1C(C)C (stereo not drawn)	u	-1	-7	u	2%	-1%
CCCCNC(=O)NCC(=O)Nc1ccc(F)c(F)c1	8%	-2	-6	7%	12%	12%
COC(=O)c1c(NC(=O)c2ccn(C)n2)sc2c1CCC2	31%[activator]	5	40*	9%	41%[activator]	2.8µM*
COc1ccc(NC(=O)CN(c2ccc(OC)cc2)S(=O)(=O)c2c(C)nn(C)c2C)cc1	u	-7	1	x	-4%	-1%
COC(=O)[C@@H](Cc1c[nH]c2ccccc12)NC(=O)c1ccc2c(c1)OCO2	268%[activator]	10	28	3%	i	15%
Cc1nc2ccccc2c(C)c1CC(=O)OC(C)C(=O)NC1(C#N)CCCCC1 (stereo not drawn)	u	x	x	x	u	u
COc1ccc(-c2cc(C)no2)cc1S(=O)(=O)N1CCCCC1	0%	26	2	3%	u	-13%
S=C(NC1CCCCC1)N1CCn2cccc2C1c1ccncc1 (stereo not drawn)	u	-3	-4	0%	-3%	11%
CC(=O)NCCn1c(C)cc2ccccc21	26%	-1	-9	-5%	5%	-12%
O=C(c1cccs1)N1CCCC(c2nc3c(nnn3Cc3ccccc3)c(=O)[nH]2)C1 (stereo not drawn)	8.3µM*	-4	-5	6%	5.9µM*	7%
COC(=O)c1ccc(C)c(NC(=O)COC(=O)C2CC3CCCC(C2)C3=O)c1 (stereo not drawn)	-10%	x	x	x	0%	5%
CCOC(=O)CNC(c1ccccc1)c1cc(Br)ccc1NC(C)=O (stereo not drawn)	u	-3	15	9%	-26%	-8%
Cc1cc(C(=O)Nc2ccc(S(=O)(=O)Nc3nccs3)cc2)c(C)o1	14%	8	-10	14%	87%[activator]	17%
O=C(Nc1ccc(Cl)cn1)c1cc2ccccc2o1	149%[activator]	66*	105*	-13%	x	u
CC(=S)/C=C1\Sc2ccccc2N1C	u	-2	-18	-8%	u	2%
Cc1ccc(S(=O)(=O)N(C)C)cc1NC(=O)C1CCCC1	8%	5	11	-28%	u	-17%
CCCCCOc1ccc(Br)cc1CSC(=N)N	10µM*	-7	-19	-12%	u	7.9µM*
Cc1ccc(C(=O)n2nc(-c3cccnc3)nc2N)cc1	x	-5	-2	5%	13%	11%
COc1ccccc1NS(=O)(=O)c1cn(C)cn1	-6%	6	24	10%	u	12%
Cc1ccc(N2CC(C(=O)OCC(=O)C(C)(C)C)CC2=O)cc1 (stereo not drawn)	13%	-2	-3	2%	36%[activator]	26%
CC(C)N1CCN(CC2COc3ccccc3O2)CC1 (stereo not drawn)	-1%[0.00184 µM]	8	18	-9%	24%	8%
CCOc1ccc(OCCC(=O)OCC(=O)NC2CC2)cc1	-6%	x	x	x	35%[activator]	9%

One compound at a time, from the list above. Values in the order: Pf growth 48h | Cycloheximide cs | Shiga toxin inh | Giardia FBPA inh | Pf growth 96h | HCV inhibitor
Record of `CC(=S)/C=C1\Sc2ccccc2N1C` : u | -2 | -18 | -8% | u | 2%
Record of `CCOC(=O)CNC(c1ccccc1)c1cc(Br)ccc1NC(C)=O` (stereo not drawn) : u | -3 | 15 | 9% | -26% | -8%
Record of `CCCCCOc1ccc(Br)cc1CSC(=N)N` : 10µM* | -7 | -19 | -12% | u | 7.9µM*
Record of `Cc1ccc(N2CC(C(=O)OCC(=O)C(C)(C)C)CC2=O)cc1` (stereo not drawn) : 13% | -2 | -3 | 2% | 36%[activator] | 26%
Record of `CC(C)N1CCN(CC2COc3ccccc3O2)CC1` (stereo not drawn) : -1%[0.00184 µM] | 8 | 18 | -9% | 24% | 8%

Continuation.
SMILES	Pf growth 48h	Cycloheximide cs	Shiga toxin inh	Giardia FBPA inh	Pf growth 96h	HCV inhibitor
COc1cc2c(cc1OC)C(c1cccc(OC)c1OC)CC(=O)N2 (stereo not drawn)	-20%	-2	-5	-3%	u	-4%
Cc1cc(Cl)cc(Br)c1OCCNCC(C)O (stereo not drawn)	u	-4	-30	2%	x	-26%
COc1ccc(/C=C2/C(=O)N(c3ccccc3)N=C2C)c(OC)c1	0%	-2	-6	7%	u	19%
O=C(COC(=O)c1ccc(=O)[nH]c1)Nc1cccc(S(=O)(=O)N2CCOCC2)c1	u	7	-1	4%	7%	10%
Brc1ccc2ncnc(Nc3ccc(N4CCOCC4)cc3)c2c1	u	-2	0	-27%	-10%	u
CCc1ccc2[nH]c(=O)c(C(c3nnnn3CCOC)N3CCN(c4ccccc4)CC3)cc2c1 (stereo not drawn)	u	-2	2	-24%	-4%	3%
COc1ccccc1CNC(=O)C1CC2Cn3c(nc4cc5ccccc5cc43)C2N1C (stereo not drawn)	u	x	x	x	u	-9%
Cc1ccc(NC(=O)COC(=O)Cn2ccc(C(F)(F)F)n2)cc1Cl	21%	x	x	x	49%[activator]	14%
CCOP(=O)(CC(C(C)=O)C(O)c1ccccc1)OCC (stereo not drawn)	31%[activator]	-3	-13	-1%[12.9 µM]	u	u
COC(C)(C)[C@@H](O)COc1c2ccoc2cc2oc(=O)ccc12	6%	x	x	x	25%	u
Cc1ccc(C)c(NC(=O)CSc2nc3[nH]ncc3c(=O)[nH]2)c1	2%	-1	-11	5%	27%	5%
COc1ccc(C(C)NC(=S)NC2CCCC2)cc1OC (stereo not drawn)	1.9µM*	-4	-11	0%	u	13%
CC(C)C(=O)N(Nc1nc2ccccc2s1)C(=O)C(C)C	25%	-2	-6	2%	-27%	22%
CC(=O)N(CC(O)CN(C(C)=O)c1c(I)c(C(=O)NC[C@@H](O)CO)c(I)c(C(=O)NC[C@@H](O)CO)c1I)c1c(I)c(C(=O)NC[C@@H](O)CO)c(I)c(C(=O)NC[C@@H](O)CO)c1I	5%[12.8 µM]	x	x	2%[21.7 µM]	7%[12.8 µM]	x
CN1C[C@@H]2C[C@@H](C3=Cc4cc(Cl)ccc4OC3)N3CCC[C@@]23C1=O	-25%	-2	-10	-2%	5%	u
COc1ccc(CCNc2nc(C)cc(C)c2C#N)cc1OC	u	-5	-14	6%	-9%	u
O=C(Nc1ccc(C(F)(F)F)cc1)c1ccc(NC(=O)C2CCCO2)cc1 (stereo not drawn)	-18%	-4	4	9%	u	u
O=C(COC(=O)C1(c2ccccc2)CCCC1)N1CCNC1=O	0%	x	x	x	u	-1%
Cn1c(SCC(=O)NNC(=O)Nc2ccc(Cl)cc2)nnc1-c1ccccc1	8%	-1	-6	1%	0%	6%
O=C(Nc1ccccc1)c1ccc(S(=O)(=O)N2CCCCC2)cc1	u	11*	19*	1%	u	u
Cc1cccc(NC(=O)c2cc(-c3cc(Cl)ccc3O)n[nH]2)c1	2.6µM*	37*	76*	18%	2.3µM*	-10%
O=C(Nc1ccccc1)Nc1ccc(F)c([N+](=O)[O-])c1	u	45*	46*	-3%	-18%	u
COCCOC(=O)c1c(C)nc(SCC(=O)Nc2ccc(OC)cc2)c(C#N)c1-c1ccco1	x	17	-10	3%	7%[5.75 µM]	-11%
COc1cc(C)c(CN2CCN(c3ccccc3)CC2)cc1C	-23%	13	13	-25%	59%[activator]	5%
Cc1ccc(S(=O)(=O)c2c(N)n(Cc3ccco3)c3nc4ccccc4nc23)cc1	u	-5	-11	-6%	10µM*	u
CC(NCC(=O)Nc1ccccc1C(=O)NC1CC1)c1ccc(S(N)(=O)=O)cc1 (stereo not drawn)	-10%	x	x	x	42%[activator]	2%
O=C(Nc1nc2ccccc2[nH]1)c1ccc(Cl)cc1	-19%	8	18	13%	-71%	u
COc1cc(C(=O)OCCn2c(=O)c3c(ncn3CCN(C)C)n(C)c2=O)cc(OC)c1OC	9%	3	-4	-16%	u	26%
Cn1c(O)c(C(=N)COc2cccc(Cl)c2)c(=O)n(C)c1=O	10%	19	-6	-1%	82%[activator]	6%
CC(C)CCC(C(=O)NC(C)c1ccccc1)C(=O)NC(C)c1ccccc1 (stereo not drawn)	-3%	-2	0	-3%	0%	0%
COC(=O)c1oc2ccccc2c1N	x	11	18	-4%	60%[activator]	14%
CN(C)Cc1ccccc1Sc1ccccc1Br	-5%	-4	-2	-5%	u	-4%
CCCn1c(SCC(=O)Nc2nc(C)cs2)nnc1-c1cccnc1	0%	11	-6	-24%	108%[activator]	-18%
CC(C)(C)c1ccc(-c2nnc3sc(-c4ccncc4)nn23)cc1	u	14*	34	3%	2%	u
O=C(OCCN1CCOCC1)c1ccccc1	9%	3	8	u	29%	20%
COc1cc(C(=O)NC(=S)NC(C)C)cc(OC)c1OC	-6%	-3	12	-12%	-13%	18%
NC(=S)n1[nH]c(-c2ccc([N+](=O)[O-])cc2)c(N=Nc2ccc(O)cc2)c1=O	x	-3	-6	0%	-26%	-18%
Cc1[nH]c2ccccc2c1C(=O)C(=O)Nc1ccc2c(c1)OCO2	0%	28*	47*	x	u	-22%
O=C(c1cccc(C(F)(F)F)c1)C1CCCN(C(=O)/C=C/c2cnc[nH]2)C1 (stereo not drawn)	22%	6	3	x	14%	x
c1ccc(CN2CCN(Cc3ccc4c(c3)OCCO4)CC2)cc1	63%[activator]	2	17	-15%	23%	17%
Nc1c(C(=O)NCC2CCCO2)c2nc3ccccc3nc2n1Cc1ccco1 (stereo not drawn)	9.3µM*	2	13	u	-10%	-8%
COc1ccc(N2CCN(C(=O)c3cn(CC4CCCCC4)nn3)CC2)cc1	0%	13	20	x	u	u
CCOC(=O)C1CN(c2cc3c(cc2F)c(=O)c(C(=O)O)cn3CC)OC1C(=O)OCC (stereo not drawn)	u	2	-9	-15%	-27%	9%
Cc1noc(C)c1C(=O)NCC1COc2ccccc2O1 (stereo not drawn)	28%	x	x	x	12%	1%
CCOC(=O)c1ccc(NC(=O)COc2ccccc2OC)cc1	u	-1	-3	-10%	23%	-9%
CCCNc1ncnc2onc(C)c12	24%	-6	-8	-4%	2%	u
c1ccc(-c2[nH]c[n+](CC3CO3)c2-c2ccccc2)cc1 (stereo not drawn)	5%	-9	-18	8%	u	-20%
COC(=O)Cn1cnc2c(nnn2-c2ccc(OC)cc2)c1=O	29%	1	14	10%	u	12%
CCn1c(COc2ccccc2)nnc1SCC(=O)Nc1ccc2c(c1)OCCO2	-19%	8	5	0%	-24%	6%
CCN1CCN(Cc2ccc(NC(=O)c3ccc(C)c(NC(=O)C4=NN(c5ccccc5)C(=O)C4)c3)cc2C(F)(F)F)CC1	0.41µM*	-2	-7	-6%	0.52µM*	-17%
CC(C)(C)c1ccc(/C=N/Nc2nncn2N)cc1	30%	17*	13	16µM*	91%[activator]	10%

Some entries already given with just HCV inhibitor, Cycloheximide cs and Shiga toxin inh:
SMILES,HCV inhibitor,Cycloheximide cs,Shiga toxin inh
CCN1CCN(Cc2ccc(NC(=O)c3ccc(C)c(NC(=O)C4=NN(c5ccccc5)C(=O)C4)c3)cc2C(F)(F)F)CC1,-17%,-2,-7
CC(C)(C)c1ccc(/C=N/Nc2nncn2N)cc1,10%,17*,13

High-throughput results from PubChem.
